From PubChem
HT1080 cytotoxicity: cytotoxicity in HT1080 fibrosarcoma cells, cell-based, fluorescence readout (AID 620); HT1080 viability, fluorescence; higher % means a stronger effect; 0.42% of 87,000 active; cytotoxicity, % at 10 µM; hits with a dose series show EC50 in µM; in the data active = cytotoxicity above about 50%;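 also: cells exposed to compound overnight then 4 h with Alamar Blue; 0% = vehicle DMSO and 100% = killing control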
An asterisk follows results filed as active.

SMILES | HT1080 cytotoxicity
CNc1nnc(-c2cc3cc(Cl)ccc3oc2=O)s1 | -2%
CCCCCCOc1ccc(N2C(=O)CC(NCCc3ccc(S(N)(=O)=O)cc3)C2=O)cc1 (stereo unspecified) | 0%
CCN(CC)S(=O)(=O)c1ccc2oc(C(=O)NCCCN3CCOCC3)c(C)c2c1 | -11%
S=c1nc(-c2ccc(Br)cc2)oc2c1CCCC2 | -21%
O=C(c1ccc(F)cc1)C1CCN(C(=O)Nc2ccc(F)cc2)CC1 | -8%
C=CCC(C#Cc1ccccc1)[N+](C)(C)CC=C (stereo unspecified) | 0%
Nc1cc(N)nc(SCC(=O)c2ccccc2)n1 | 17%
C=CCN=C1SC(CC)C(=O)N1S(=O)(=O)c1ccc(C)cc1 (stereo unspecified) | 2%
COc1ccc(NC(=O)CC(C(=O)O)N2CCCCC2)cc1 (stereo unspecified) | 4%
O=C(NOC(=O)c1ccccc1Cl)c1cccs1 | -7%
C=CCN(C(C)=O)C1CC(=O)N(c2ccc(OCCC)cc2)C1=O (stereo unspecified) | 27%
COc1ccc(CCNC(=O)c2nnn(-c3cc(C)cc(C)c3)c2N)cc1OC | 10%
CCOC(=O)/C(=C\c1cccnc1)C(=O)c1cc(C(C)=O)c(Nc2ccccc2)s1 | 76%*
C=CCOc1c(Br)cc(CNc2nccs2)cc1OC | 6%
COc1ccc(CN2C3CCCC2CC(NC(=O)Nc2cccc(C)c2)C3)cc1 (stereo unspecified) | -7%
Cc1cc(C)n(C(=O)CCCCCCCCC(=O)n2nc(C)cc2C)n1 | 15%
CC1CCCN(C(c2cccs2)c2nnnn2Cc2ccccc2)C1 (stereo unspecified) | -4%
COc1ccc(/C(N)=N/OC(=O)c2cccc([N+](=O)[O-])c2)cc1OC | 4%
CCC(=O)NC(Nc1cc(C)cc(C)n1)(C(F)(F)F)C(F)(F)F | -9%
COc1cc2c(cc1OC)-c1cc(OCc3ccccc3Cl)nc(=O)n1CC2 | -12%
c1ccc(CCn2c(SCc3ccccc3)nnc2-c2ccncc2)cc1 | 13%
O=C1CC(N2CCCCC2)C(=O)N1c1ccccc1 (stereo unspecified) | -2%
COC(=O)C1=C(CSc2nc3c(cc2C#N)CN(C)CC3)OC(N)=C(C#N)C1c1ccc(F)cc1 (stereo unspecified) | -15%
O=C(NC(C(=O)N/N=C/c1ccccc1)c1n[nH]c(=O)c2ccccc12)c1ccccc1 (stereo unspecified) | 15%
Cc1cccc(-c2noc(CCCC(=O)N3CCOCC3)n2)c1 | -10%
Cc1ccc(NC(=O)CNc2ccc(OC(C)C)cc2)cc1 | 14%
Cc1ccccc1NC(=O)NCCCN1CCN(c2ccccc2)CC1 | 3%
O=C(c1cn(-c2ccccc2)nc1-c1cccs1)N1CCN(c2ccc(F)cc2)CC1 | -17%
c1ccc2c(CCNc3ncnc4nc[nH]c34)cccc2c1 | -2%
Cc1noc(C)c1C(=O)N1CCN(Cc2ccccc2)CC1 | 14%
Cc1cc(Oc2ccc(C(C)(C)C)cc2)nc(N2CCOCC2)n1 | -9%
CCOC(=O)N1CCN(C(=O)NC2CCCCC2)CC1 | -1%
O=C(Nc1cccc(Cl)c1)N(CCN1CCOCC1)Cc1ccccc1F | -11%
Cc1sc(NC(=O)c2ccco2)c(C(c2cccnc2)N2CCN(C)CC2)c1C (stereo unspecified) | 19%
CCOc1ccc(C2=Cc3cc(OC)c(OC)cc3C(=C(Cl)Cl)O2)cc1 | -6%
CC(C)(C)c1[nH]c2ccccc2c1/C=N/O | 2%
O=C(CSc1nnc(CNc2ccc(F)cc2)n1CC1CCCO1)Nc1ccccc1 (stereo unspecified) | 1%
O=C(CCC1CCCC1)NCc1cccs1 | 10%
O=S(=O)(NCCc1ccccc1)c1cccc2nsnc12 | -2%
CCC(C)OC(=O)C1C(c2ccccc2)C(C(=O)O)C1c1ccccc1 (stereo unspecified) | 14%
O=C(Oc1cccc(-n2cnnn2)c1)c1ccco1 | -8%
CS(=O)(=O)N(CC(=O)NCc1ccccc1)Cc1ccc(Cl)cc1 | -4%
Cc1n[nH]c(=O)nc1NCCc1ccccc1 | 7%
CCCOc1ccc(OCCCCNC(C)CC)cc1 (stereo unspecified) | -14%
CC1CCC(C(C)C)C(OC(=O)CSc2nc(N)cc(=O)[nH]2)C1 (stereo unspecified) | -15%
CC(C)(C)c1ccc(S(=O)(=O)Nc2cccnc2)cc1 | -12%
COC(=O)CSc1cc(C)nc2ccc(OC)cc12 | -7%
COC(=O)C1=C(C)N(C)C(=O)/C1=C\c1cccs1 | -12%
O=C(Cn1cc(C(=O)c2ccco2)c2ccccc21)NCc1ccco1 | -8%
CCOC(=O)N1CCC(n2c(SCC(=O)N3CCC(C)CC3)nc3ccccc3c2=O)CC1 | 27%
O=C(NCC1CCCO1)c1ccc2ccccc2n1 (stereo unspecified) | 20%
Cc1onc(-c2ccccc2Cl)c1C(=O)N1CCc2ccccc2C1 | -16%
O=c1[nH][nH]c(C(F)(F)F)c1C=NCc1ccccc1Cl | -9%
COC(=O)[C@@H](NC(=O)NCc1ccc(F)cc1)C(C)C | -13%
CCCN(CCC)C(=O)CP(=O)(c1ccccc1)c1ccccc1 | -3%
Cc1cccc(/C=N/NC(=O)C(C)Nc2cccc3ccccc23)n1 (stereo unspecified) | 11%
CC1SC(c2ccc(Cl)cc2Cl)NC1=O (stereo unspecified) | -10%
CCOC(=O)Cc1csc(NC(=O)c2ccc(Cl)nc2)n1 | 14%
CC(Oc1ccc(Cl)cc1Cl)C(=O)Nc1cccnc1 (stereo unspecified) | 4%
CCNC(=S)N1CCN(CCN=CC2=C(O)CC(c3cccs3)CC2=O)CC1 (stereo unspecified) | 12%

Grouped by structure: those above with a COOH group.
SMILES | HT1080 cytotoxicity
COc1ccc(NC(=O)CC(C(=O)O)N2CCCCC2)cc1 (stereo unspecified) | 4%
CCC(C)OC(=O)C1C(c2ccccc2)C(C(=O)O)C1c1ccccc1 (stereo unspecified) | 14%

The list continues.
SMILES | HT1080 cytotoxicity
CC(C)COn1c(=S)[nH]c2ccccc2c1=O | -10%
COC(=O)c1cc(C#N)c(NCc2ccccc2)nc1C | 4%
Clc1ccc(OCc2nc(-c3ccncc3)no2)cc1 | -9%
O=C(c1cc(Br)c(Br)s1)N1CCN(C/C=C/c2ccccc2)CC1 | 25%
CCCN(CCC)C(=O)c1ccc2c(c1)OCO2 | -12%
CC(O)CNC(=O)c1ccc(-c2nn(C)c(=O)c3ccccc23)cc1 (stereo unspecified) | -16%
Cc1cnc(NC(=O)CCCc2nc3ccccc3s2)s1 | -7%
O=C(O)CCC(=O)Nc1ccccc1C(=O)NCc1ccco1 | -6%
CCCN(CCO)Cc1ccc2ccccc2c1 | -11%
CCCCc1nnc(NC(=O)C(C)Sc2nc(N)cc(=O)[nH]2)s1 (stereo unspecified) | -8%
COc1ccc(/C=N/n2cnc3c([nH]c4ccc(Br)cc43)c2=O)cc1CN1CCOCC1 | 0%
CC(=O)c1cnc2cc(-c3ccc(C)cc3)nn2c1C | 1%
Cc1ccc2oc(C(=O)Nc3nnc(C)s3)c(C)c2c1 | -6%
C=CCn1c(/N=C/c2ccc3c(c2)OCO3)nc2ccccc21 | 1%
CC(C)Cc1cc(C(=O)O)c2ccccc2n1 | 6%
COc1ccc(C2C(C#N)=C(N)Oc3n[nH]c(C)c32)cc1Cn1cc([N+](=O)[O-])cn1 (stereo unspecified) | -7%
C=CCOc1ccc(/C(CC)=N/O)cc1OC | -6%
Brc1ccc(Cn2c(-c3cncs3)nc3ccccc32)cc1 | -7%
COc1ccc2c(C(=O)CN3CCN(c4ccccc4)CC3)c[nH]c2c1 | 3%
CCC(C)NC(=O)CSc1nc2c(sc3ccccc32)c(=O)n1CCCN1CCOCC1 (stereo unspecified) | 1%

A different layout for some results above.
SMILES	HT1080 cytotoxicity
COC(=O)[C@@H](NC(=O)NCc1ccc(F)cc1)C(C)C	-13%
CCCN(CCC)C(=O)CP(=O)(c1ccccc1)c1ccccc1	-3%
Cc1cccc(/C=N/NC(=O)C(C)Nc2cccc3ccccc23)n1 (stereo unspecified)	11%
CC1SC(c2ccc(Cl)cc2Cl)NC1=O (stereo unspecified)	-10%
CCOC(=O)Cc1csc(NC(=O)c2ccc(Cl)nc2)n1	14%
CC(Oc1ccc(Cl)cc1Cl)C(=O)Nc1cccnc1 (stereo unspecified)	4%
CCNC(=S)N1CCN(CCN=CC2=C(O)CC(c3cccs3)CC2=O)CC1 (stereo unspecified)	12%

New compounds follow.
SMILES | HT1080 cytotoxicity
Cc1ccc(SC(C)C(=O)Nc2ccncc2)cc1 (stereo unspecified) | -1%
COc1ccc(-c2nc3ccccc3[nH]2)cc1 | 20µM*
CC(NC(=O)CSc1nnc(CC(=O)Nc2ccc(Cl)c(Cl)c2)n1C)c1ccccc1 (stereo unspecified) | 3%
Cc1ccc(S(=O)(=O)N(C)c2ccccc2)cc1 | 9%
CC(C)CNC(=O)CC(c1ccccc1)c1c(O)ccc2ccccc12 (stereo unspecified) | -2%
Cn1c(N2CCN(C(=O)Nc3ccc(F)cc3)CC2)nc2ccccc21 | 2%
CC(C)Nc1nc(NC(C)C)nc(Oc2ccc(OCc3ccccc3)nn2)n1 | -14%
Cc1ccc(CC2C(=O)N(CC(=O)O)C(=O)C2C)cc1 (stereo unspecified) | 0%
CNC(C)c1cc(OC)ccc1OC (stereo unspecified) | 8%
CC(NC(=O)C1CCCCC1)C(=O)NC1=NCCS1 (stereo unspecified) | 3%
CCCNS(=O)(=O)c1ccc(OCC(=O)OC)cc1 | 15%
CC(=O)OCc1nc2sc3c(c2c(=O)[nH]1)CCCC3 | 15%
CC(=O)Nc1cc(C(=O)N2CCCC2)ccc1S(=O)(=O)c1ccc(Cl)cc1 | -3%
O=C(c1cccc(COc2cccc3ccccc23)c1)N1CCCC1 | -1%
COc1ccc(C(=O)NCCCN2CCCC2=O)cc1 | 0%
CC(C)(C)N1CC2(c3ccccc3)CN(C(C)(C)C)CC(c3ccccc3)(C1)C2=O | 0%
CCOc1ccc(C(=O)N2CCCC2)cc1 | 16%
CCCC(NS(=O)(=O)c1ccc(C)cc1)C(=O)O (stereo unspecified) | -2%
C[C@]1(C(=O)NCCN2CCOCC2)C=C[C@@H](Cc2ccccc2)N1C(=O)c1ccccc1 | -23%
COc1ccc(N2CCN(C(=O)COc3ccc(Cl)cc3Cl)CC2)cc1 | -3%
CC(C)n1nnnc1SCC(=O)N1CCN(C(=O)c2ccco2)CC1 | 3%
COc1ccc(COC(=O)NNC(=O)c2ccc(OC)cc2)cc1 | -12%
CCCn1c(-c2cc(OC)c(OC)c(OC)c2)nc2nc3ccccc3nc21 | 0%
COCCN(C(=O)c1ccco1)C(C(=O)NC1CCCC1)c1cccs1 (stereo unspecified) | 9%
O=C(/C=C(\c1ccc(Cl)cc1)n1cncn1)c1ccc(Cl)cc1 | 9%
CCN(CC(=O)N1CCc2ccccc2C1)S(=O)(=O)c1ccc2ccccc2c1 | 4%
CCOC(=O)C1CCN(S(=O)(=O)c2cccc(-c3cn4cc(C)ccc4n3)c2)CC1 | -24%
CCc1c(C)nc2ncnn2c1Nc1ccc(C)c(C)c1 | 2%
CC(C)CCNC(=O)C1CC(=O)N(C2CCCC2)C1 (stereo unspecified) | 0%
CCOc1nc(NCCN2CCOCC2)nc(Nc2ccc(C)cc2)n1 | 6%
C=CCOn1c(C)c(C(C)=O)c2c3no[n+]([O-])c3ccc21 | -7%
Cc1ccc(NC(=O)N(Cc2cccnc2)Cc2ccco2)cc1C | 2%
CCOC(=O)CSc1nnc(CSc2nc3sc4c(c3c(=O)[nH]2)CCC4)n1-c1ccccc1 | -1%
c1cncc(C(c2nnnn2C2CCCCC2)N2CCN3CCCC3C2)c1 (stereo unspecified) | 10%
Cc1ccc(S(=O)(=O)CC#CCOC(=O)c2ccc([N+](=O)[O-])cc2)cc1 | 0%
Cc1ccc(NN2C(=O)C=C(c3ccc(Cl)cc3)C2=O)cc1 | 13%
O=C1NC2(CCCCC2)N=C1c1ccc(Br)cc1 | 3%
Cc1cc(C(=O)COC(=O)c2n[nH]c3ccccc23)c(C)n1CC1CCCO1 (stereo unspecified) | 1%
CC1(C(=O)NCc2ccccn2)C=CCN1C(=O)c1ccccc1 (stereo unspecified) | -32%
Cc1ccc(S(=O)(=O)N2CCN(C(=O)COc3ccc(NC(=O)c4ccco4)cc3)CC2)cc1 | 4%
CCOc1ccc(N2CC(C(=O)Nc3ccc(N4CCOCC4)cc3)CC2=O)cc1 (stereo unspecified) | 2%
Cc1ccc(CN(Cc2cc3cc4c(cc3[nH]c2=O)OCCO4)Cc2nnnn2Cc2ccco2)cc1 | -7%
COc1ccc(C(C)C)cc1S(=O)(=O)n1cnc(C)c1 | -7%
CCc1nnc(NC(=O)CN2CCN(c3ccc(Cl)cc3)CC2)s1 | 10%
CC(C)CCNC(=O)C(c1cccnc1)N(Cc1ccccc1)C(=O)Cn1nnc2ccccc21 (stereo unspecified) | -9%
CCC(=O)NCCc1nc2ccccc2n1Cc1ccccc1 | 7%
C=C(N(C)C)[C@]1(C)C[C@H]1[C@H](NC(=O)CNC(=O)OCc1ccccc1)c1ccccc1 | 1%
CCOC(=O)C1=C(CSc2nc(-c3ccncc3)ccc2C#N)OC(N)=C(C#N)C1c1ccc(OC)cc1 (stereo unspecified) | -17%

Not all compounds are listed, so the mix of outcomes need not match the whole.
